phage Ecoli inh: E. coli growth loss with phage present. 360,000 compounds, 0.26% hits. growth absorbance. inhibition, % at 11.9 µM; in the data active = inhibition above about 11%
* marks the source's active call; other numbers are inactive results. This is a subset (hit frequency here may not be typical).

phage Ecoli inh,compound
0.8,COc1ccc(S(=O)(=O)NC(=O)C2(C)CCN2C(=O)Cc2ccccc2Cl)cc1 (centres undefined)
2.3,COCCNC(=O)C1(C)CCCN(C(=O)c2ccccc2)C1 (centres undefined)
1.0,COc1ccc(CN2C(=O)CN(S(C)(=O)=O)CC2(C)C(=O)Nc2c(C)cccc2C)cc1 (centres undefined)
3.0,FC(F)(F)c1cc(Cl)c2nc(-c3ccccc3)c(Cc3ccccc3)n2c1
3.0,CC(=O)c1cccc(NC(=O)C2Cc3c(-c4ccc5c(c4)OCO5)ccnc3O2)c1 (centres undefined)
2.3,O=C(C(O)c1ccc(Br)cc1)N1CCC(Nc2ccc3[nH]ncc3c2)CC1 (centres undefined)
2.0,O=C1NC[C@@H](CCCCN2C[C@H](Cc3ccc(O)cc3)N(CCc3ccccc3)C(=O)C2=O)N(CC2CCCCC2)C1=O
2.2,CC1(C(=O)Nc2ccc3c(c2)OCO3)CCN1C(=O)CCC1CCCC1 (centres undefined)
-2.0,CCCCCc1c(CC)ncn1CCc1ccccc1OC
2.6,COCCNC(=O)C1(C)CCN(C(=O)c2ccc3c(c2)C(C)(C)CCC3(C)C)C1 (centres undefined)
3.8,CCCCn1nnnc1C(c1ccccc1)N1CCN(CC)CC1 (centres undefined)
2.6,Cc1ccccc1Cn1c(C)c(C(=O)NCc2cccc(C(F)(F)F)c2)sc1=O
7.1,CCCC(=O)N1CCC1(C)C(=O)Nc1ccccn1 (centres undefined)
3.3,CCOC(=O)[C@]12CCCC=C1N(Cc1ccc(Cl)cc1Cl)C(=O)[C@H](CC(=O)NCc1ccc(OC)c(OC)c1)C2
1.5,O=C1NC[C@H](CCCCN2C[C@H](Cc3ccccc3)N(CCC3CCCCC3)C(=O)C2=O)N(CCc2ccc(O)cc2)C1=O
1.9,c1ccc(CCNc2ccc3ncc(-c4cccc5ccccc45)n3n2)nc1
0.5,COc1ccc(C(=O)N2CCCC(c3cc(C(=O)Nc4ccccc4)no3)C2)cc1 (centres undefined)
4.5,CO[C@@H]1CN(C)C(=O)c2ccc(NS(=O)(=O)c3c(C)noc3C)cc2OC[C@@H](C)NC[C@@H]1C
2.1,COc1cc(CN2C[C@@H](CO)O[C@@H](n3cnc4c(NCc5ccncc5)ncnc43)C2)cc(OC)c1OC
3.4,CC1(C(=O)NS(=O)(=O)c2cccc(C#N)c2)CCN1C(=O)CC1CCCC1 (centres undefined)
3.0,O=C(CC[C@H]1O[C@@H](n2ccc(=O)[nH]c2=O)[C@H](O)[C@@H]1O)N[C@@H](Cc1ccccc1)C(=O)NCC1CCCO1 (some centres undefined)
0.8,COC(=O)[C@]12C[C@H](CC(=O)NCCc3ccccc3OC)C(=O)N(Cc3ccc4c(c3)OCO4)C1=C[C@H](COCc1ccccc1)O[C@@H]2C
2.7,CSc1ccccc1-c1cnc2cccnn12
3.9,Cc1csc(-c2ccc3cc(Cl)cc(Cl)c3n2)n1
1.6,CCc1nc2ccc(C(=O)N3CCN(C(=O)c4ccco4)CC3)cn2c1N(C)C(=O)c1cccc(OC)c1
1.2,COc1ccccc1CCn1cnc(-c2ccc(OC)c(OC)c2)c1CC(C)C
-0.2,Cc1cc(Br)cn2c(Cc3ccccc3C(F)(F)F)c(-c3cccc(Cl)c3)nc12
3.8,Cc1ccccc1OCCCN1CCC(C(O)(c2ccccc2)c2ccccc2)CC1
4.0,Fc1ccccc1N1CCN(C(c2ccnc3ccccc23)c2nnnn2-c2ccc3c(c2)OCCO3)CC1 (centres undefined)
4.5,COC(=O)[C@@]1(Cc2ccc(F)cc2)[C@H]2c3cc(C(=O)N4CCCC4)n(Cc4ccc(Cl)c(C(F)(F)F)c4)c3C[C@H]2CN1C(=O)c1ccccc1

Look-ups from the list.
Cc1ccccc1OCCCN1CCC(C(O)(c2ccccc2)c2ccccc2)CC1 @ phage Ecoli inh = 3.8
CSc1ccccc1-c1cnc2cccnn12 @ phage Ecoli inh = 2.7
CC1(C(=O)NS(=O)(=O)c2cccc(C#N)c2)CCN1C(=O)CC1CCCC1 (centres undefined) @ phage Ecoli inh = 3.4
COc1ccccc1CCn1cnc(-c2ccc(OC)c(OC)c2)c1CC(C)C @ phage Ecoli inh = 1.2

(list continues)
phage Ecoli inh,compound
1.7,O=C(Nc1nc([C@@H]2O[C@H](CO)[C@@H](O)[C@H](O)[C@H]2O)cs1)NC(c1ccccc1)c1ccccc1
1.6,CCc1nc2ccc(C(=O)N(CC)CCN(C)C)cn2c1N(C)Cc1ccc(OC)cc1
2.8,O=C(NC(c1ccc(Cl)cc1)c1ccsc1)C1CCN(CCOc2ccc(Cl)cc2)CC1 (centres undefined)
1.9,COc1cc(C(O)c2nc(-c3cnn(C)c3)cs2)ccc1F (centres undefined)
2.0,COc1cccc(CNc2nc3cc(-c4ccc(C)cc4)sc3c(=O)n2C)c1OC
1.9,O=C(Cn1nnc(-c2ccccc2)c1COc1ccc2ccccc2c1)NCC1CC1
0.3,c1cn2c(-c3ccoc3)cncc2n1
1.4,COC(=O)C1=C(C)N(C)C(=NCc2ccc(OC)cc2)NC1c1ccccc1C(F)(F)F (centres undefined)
1.5,CS(=O)(=O)N1CCCCC1c1cc(C(=O)NCc2ccc(F)cc2)no1 (centres undefined)
-0.7,COC(=O)c1c(-c2ccc(OC)cc2)c2c(c3c4cc(OC)ccc4n(C(=O)c4ccccc4)c13)C(=O)N(C)C2
2.1,COC(=O)[C@@]1(Cc2ccc(F)cc2)[C@H]2c3cc(C(=O)N(C)C)n(Cc4cc(F)cc5c4OCOC5)c3C[C@H]2CN1C(=O)c1ccccc1
0.4,O=C1CCCCC(=O)[C@H](O)C[C@H](COCc2ccccc2)O1
1.6,C[C@@H]1OC(C2CCCCC2)N(C)[C@H]2C[C@H]3c4[nH]c5c(-c6ccccc6)cccc5c4CCN3C(=O)[C@@H]12 (some centres undefined)
3.2,O=C(NCc1ccccc1)C(C1CC1)n1c(=O)c(-c2ccco2)nc2ccccc21 (centres undefined)
0.4,CC1=C(C(=O)N(C)C)CC(CC(=O)NCc2cccc3ccccc23)C(=O)N1Cc1ccc(F)cc1 (centres undefined)

An excerpt of these results, with each value named.
COC(=O)[C@@]1(Cc2ccc(F)cc2)[C@H]2c3cc(C(=O)N(C)C)n(Cc4cc(F)cc5c4OCOC5)c3C[C@H]2CN1C(=O)c1ccccc1
- phage Ecoli inh: 2.1

O=C1CCCCC(=O)[C@H](O)C[C@H](COCc2ccccc2)O1
- phage Ecoli inh: 0.4

C[C@@H]1OC(C2CCCCC2)N(C)[C@H]2C[C@H]3c4[nH]c5c(-c6ccccc6)cccc5c4CCN3C(=O)[C@@H]12 (some centres undefined)
- phage Ecoli inh: 1.6

O=C(NCc1ccccc1)C(C1CC1)n1c(=O)c(-c2ccco2)nc2ccccc21 (centres undefined)
- phage Ecoli inh: 3.2

Continuation:
phage Ecoli inh,compound
4.1,CC(C)NC(=O)C1(C)CCCN1Cc1ccccc1 (centres undefined)
3.2,CCCS(=O)(=O)NC(=O)C1(C)CCCN(C(=O)COc2ccc(Cl)cc2Cl)C1 (centres undefined)
0.5,CCC(=O)N1CCC1(C)C(=O)NCc1ccccc1SC (centres undefined)
1.6,O=C(Nc1nnc([C@@H]2C[C@H](O)[C@@H](CO)O2)s1)c1cccs1
1.7,CCc1nc2ccc(C(=O)N3CCN(C(=O)c4ccco4)CC3)cn2c1N(C)Cc1cccs1
0.6,Cc1ccc(F)cc1C(=O)N1CCCCC1c1cc(C(=O)Nc2ccccc2)no1 (centres undefined)
-1.4,COc1cc(NC(=O)Nc2nc(C(N)C(C)C)cs2)cc(OC)c1OC (centres undefined)
1.2,Cc1ccsc1-c1cc2nc(NCCOc3ccccc3Cl)n(C)c(=O)c2s1
0.1,CC1(C(=O)NS(=O)(=O)c2ccc(F)cc2F)CCN1C(=O)CCc1ccc(Cl)cc1Cl (centres undefined)
1.4,COc1ccc(OC)c(CN2C(=O)c3ccccc3C2c2nnnn2-c2ccc3c(c2)OCCO3)c1 (centres undefined)
2.5,OC(c1ccc(F)cc1)c1nc(-c2cnc3ccccc3c2)cs1 (centres undefined)
2.2,COc1cccc(C=NN(C)c2c([N+](=O)[O-])cc(C(F)(F)F)cc2[N+](=O)[O-])c1O
-0.7,COc1ccccc1N1CCN(c2ncnc3n[nH]c(Br)c23)CC1
4.9,CC(=O)Nc1cc(-c2ccccc2)cn2c(-c3cccc(C(C)=O)c3)cnc12
2.0,CCCCOCC1CN(Cc2ccccc2OC)S(=O)(=O)c2cc(Cl)ccc2O1 (centres undefined)

Some of the entries so far, with each value named:
O=C(NCc1ccccc1)C(C1CC1)n1c(=O)c(-c2ccco2)nc2ccccc21 (centres undefined)
  phage Ecoli inh: 3.2

CC1=C(C(=O)N(C)C)CC(CC(=O)NCc2cccc3ccccc23)C(=O)N1Cc1ccc(F)cc1 (centres undefined)
  phage Ecoli inh: 0.4

CC(C)NC(=O)C1(C)CCCN1Cc1ccccc1 (centres undefined)
  phage Ecoli inh: 4.1

(continued)
phage Ecoli inh,compound
0.8,CC1Sc2ccc(C#N)cc2N(Cc2cccc(C(F)(F)F)c2)C1=O (centres undefined)
3.5,CN(C)c1ccc(-c2ccnc3c2CC(C)(C(=O)Nc2ccccc2)O3)cc1 (centres undefined)
2.2,O=C(C[n+]1ccc(C(=O)NCc2ccccc2)cc1)c1ccc(F)cc1
2.2,CN(C)CCN1CCN(c2cc(-c3cccc(Cl)c3)nc3ccnn23)CC1
1.1,Cc1ccc(Cc2c(-c3cccc(Br)c3)nc3c(Cl)cc(C(F)(F)F)cn23)cc1
1.2,CCOc1ccc(Cl)cc1-c1cc(C(=O)NCC2CCCCC2)[nH]n1
2.2,O=S1(=O)N[C@@H](Cc2ccccc2)COc2cc(N3CCOCC3)ccc21
1.8,CCOc1cc(OCC)cc(C(=O)N2CCC[C@@H]2C(=O)N2CCC[C@@H]2C(=O)NCc2ccccc2Cl)c1
-0.2,CCCCOCCCNC(=O)C[C@H]1C[C@@]2(C(=O)OC)C(=C[C@H](COCc3ccccc3)O[C@@H]2C)N(Cc2ccc3c(c2)OCO3)C1=O
0.6,O=C1NC[C@H](CCCCN2C[C@H](Cc3ccc(O)cc3)N(CC3CCCCC3)C(=O)C2=O)N(CCC2CCCCC2)C1=O
2.8,CC1=C(C(=O)N(C)C)CC(CC(=O)NCC2CCCCC2)C(=O)N1Cc1ccc(F)cc1 (centres undefined)
2.1,C[C@H](NC(=O)CC[C@H]1O[C@@H](n2ccc(=O)[nH]c2=O)[C@H](O)[C@@H]1O)C(=O)O
-1.4,CC(C)C[C@H]1CNC(=O)C(=O)N1C[C@@H]1CCCN1C[C@H](Cc1ccccc1)N1C[C@H](CC(C)C)N(CC2CCCCC2)C(=O)C1=O
-1.4,CCOC(=O)C[C@@H](C#N)NC(=O)[C@@H]1CCCN1C(=O)[C@@H](NC(=O)c1ccc(N)c(Cl)c1)C(C)(C)C
2.6,CC(C)n1nnnc1C1c2ccccc2C(=O)N1CCc1ccccc1F (centres undefined)
4.2,COC(=O)c1ccc2nc(-c3ccco3)c(Cc3ccsc3)n2c1
1.5,COc1cccc(Cn2c(Cn3c(-c4cnccn4)nc4ccccc43)nc3ccccc32)c1
-1.8,CS(=O)(=O)c1ccc(S(=O)(=O)NCC2CCN(C(=O)C(=O)c3cc4ccccc4o3)CC2)cc1
2.5,CCc1nc2ccc(C(=O)Nc3cccc(OCC(=O)N(C)C)c3)cn2c1N(CCN(C)C)CC1CC1
-4.0,CCOC(=O)[C@]12CCC=C1N(Cc1ccccc1)C(=O)[C@H](CC(=O)NCC13CC4CC(CC(C4)C1)C3)C2
0.9,CCC1OC(C(C)C)Cc2[nH][nH]c(=O)c21 (centres undefined)
0.5,CCC(=O)N1CCCC(C(=O)NCc2ccc(C(C)C)cc2)CC1 (centres undefined)
2.3,COCOc1cccc(CN2CCC2(C)C(=O)Nc2ccc3c(c2)OCO3)c1 (centres undefined)
2.6,COc1ccc(OCCN2CCC(C(=O)NC(c3ccc(C)cc3)c3ccccn3)CC2)cc1 (centres undefined)
2.1,C=CCNC(=S)N1C[C@H]2CON(C)[C@H]2C[C@H]1c1ccccc1Br
1.4,C[C@H](O)[C@@H]1CN2CCc3c([nH]c4ccccc34)[C@@H]2C[C@@H]1N(C)C(=S)NCCc1ccccc1
4.4,CC1(C(=O)NS(=O)(=O)Cc2ccccc2C(F)(F)F)CCN1C(=O)Cc1ccccc1 (centres undefined)
2.4,CC1(C(=O)NS(=O)(=O)C2CC2)CCN(C(=O)c2ccc3c(c2)OCO3)C1 (centres undefined)
-2.4,Fc1ccc2nc(-c3ccc(CN4CCC5(CC4)CNc4ccccc45)cc3)c(-c3ccccc3)nc2c1
2.1,COc1cc(NC(=O)C2(C)CCN2C(C)C)cc(OC)c1OC (centres undefined)
2.3,N#Cc1ccc(-c2nc3ccc(Br)cn3c2Cc2cccc(Cl)c2)cc1
1.6,CCC(c1nc2ccccc2[nH]1)n1c(=O)c(-c2cccnc2)nc2ccccc21 (centres undefined)
0.8,COc1cccc(C(O)c2nc(-c3ccccc3C)cs2)c1 (centres undefined)
0.8,Cn1nc(C(C)(C)C)cc1NC(=O)C1(C)CCN1C(=O)CC(c1ccccc1)c1ccccc1 (centres undefined)
1.4,CC(C)c1cccc(-c2csc(C(O)c3ccc(F)c(F)c3)n2)c1 (centres undefined)
5.5,COC(=O)C1=C(C)N(Cc2ccccc2C(F)(F)F)C(=NCc2ccc(OC)cc2)NC1c1ccc(Cl)cc1 (centres undefined)
4.0,COCCNc1nc(NCCOc2ccccc2)c2sc(-c3ccccc3)cc2n1
-1.8,Cc1ccc(Cc2c(-c3cccc(Cl)c3)nc3ccc(C)cn23)cc1
0.2,CCCN(C)C1CN(Cc2cn(Cc3ccc(C)cc3)nn2)S(=O)(=O)C1 (centres undefined)
4.2,CCOc1ccc(CCN2C(=S)N([C@@H](Cc3ccccc3)CN3CCCC3CN3C(=S)NC[C@@H]3Cc3ccccc3)C[C@@H]2Cc2ccc(O)cc2)cc1 (some centres undefined)
0.9,CCOC(=O)[C@]12CCCC=C1N(Cc1ccc3c(c1)OCO3)C(=O)[C@H](CC(=O)NCc1cccc(C(F)(F)F)c1)C2
1.9,Cc1cc(NC(=O)CS(=O)(=O)c2cn(Cc3cccc(Br)c3)c3ccccc23)no1
3.7,COC(=O)CCCn1cc(CN2CC(N3CCN(CCN(C)C)CC3)CS2(=O)=O)nn1 (centres undefined)

Screening data as filed in PubChem.
